Screening data deposited in PubChem BioAssay by National Center for Advancing Translational Sciences (NCATS).
POLB inh – inhibitors of human DNA polymerase beta. P06746. Pol beta primer extension/strand displacement, fluorescence kinetic. Potency, µM (titrated, usually from 114 µM), inactives show top-dose activity change, negative = inhibition, actives largely listed as inhibitors. hit rate 1.3% among 340,000; also: % is scaled to controls: 0 for no effect and ±100 for the full control effect
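Kinetic readout of DNA synthesis with strand displacement by Pol beta. Compound and 10 nM enzyme sit 15 min at room temperature; 50 nM substrate starts the reaction, read immediately and at 10 min.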
BLM inh – inhibitors of human Bloom syndrome helicase BLM. recombinant BLM DNA unwinding, fluorescence dequenching. Potency, µM (titrated, usually from 56.1 µM), without a hit: at the highest dose activity change, negative = inhibition, hits mostly inhibitors. hit rate 0.2% among 350,000;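 also: plate controls were vehicle for no effect and no enzyme for full effect; nearly all actives have a fitted effect of over 35% in size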
APEX1 inh – inhibitors of human APE1 endonuclease | P27695 | recombinant APE1, TAMRA/BHQ-2 abasic DNA cleavage fluorescence | Potency, µM (doses to about 65.8 µM), for the others: at the top dose activity change, negative = inhibition, usual class: inhibitors | hit rate 0.35% among 350,000 | AID 2517;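 also: plate controls were vehicle for no effect and reference inhibitor for full effect; nearly all actives have a fitted effect of over 55% in size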
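Step 1: APE1 (0.75 nM) with compound, 15 min RT. Step 2: add 50 nM fluorophore/quencher THF duplex. Step 3: three fluorescence reads 60 s apart (525/598 nm); read 3 minus read 1 = reaction progress.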
Pol iota inh – blocks human DNA polymerase iota activity; hit rate 1% among 390,000; Potency, µM (highest dose often 115 µM), for the others: at the top dose activity, negative = inhibition, most hits filed as inhibitors; Pol iota fluorescent replication assay, 10 min; AID 588590
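Fluorescent replication assay read twice, at 0 min and 10 min after adding 50 nM (final) substrate. Enzyme (10 nM) and compounds were first incubated 15 min at room temperature; enzyme-free buffer wells were negative controls.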
POLK inh – inhibitors of human DNA polymerase kappa; purified Pol kappa, fluorescent DNA synthesis assay, 10 min; Potency, µM (doses to about 107 µM), inactives show top-dose activity, negative = inhibition, usual class: inhibitors; hit rate 0.53% among 400,000; AID 588579; also: % is scaled to controls: 0 for no effect and ±100 for the full control effect
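Here, compound and 10 nM enzyme are combined for 15 min at room temperature; adding 50 nM substrate (final) starts DNA synthesis, tracked by fluorescence at 0 and 10 min against buffer-only wells.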
G9a inh – inhibitors of human histone lysine methyltransferase G9a; Q96KQ7; G9a H3K9 monomethylation, AlphaScreen, 2 h; Potency, µM (doses to about 102 µM), for inactives: at the highest dose activity, negative = inhibition, usual class: inhibitors; hit rate 8.8% among 350,000; AID 504332; also: % is scaled to controls: 0 for no effect and ±100 for the full control effect; nearly all actives have a fitted effect of over 75% in size
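Enzyme 20 nM + cpd, 15 min RT; add b-H3K9 pep 500 nM / SAM 20 uM; 2 h RT; anti-H3K9me1 Ab 0.5 ug/mL + SA donor / anti-rabbit acceptor beads 20 ug/mL each, 10 min; AlphaScreen read.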
Apoferritin bind – candidate novel general anesthetic via apoferritin binding; Potency, µM (series often up to 77.5 µM), for inactives: at the top dose activity change, negative = displacement, usual class: inhibitors; AID 485281; hit rate 0.074% among 350,000; apoferritin/1-aminoanthracene competitive binding, fluorescence; also: % is scaled to controls: 0 for no effect and ±100 for the full control effect; nearly all actives have a fitted effect of over 20% in size
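Apoferritin-based anesthetic binding model; compound displacement of fluorescent 1-AMA measured as endpoint fluorescence after 10 minutes at room temperature, scaled to free-ligand and complex controls.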
Pol eta inh – blocks human DNA polymerase eta activity | recombinant Pol eta, fluorescent DNA replication assay | Q9Y253 | AID 588591 | hit rate 1.2% among 390,000 | Potency, µM (top dose mostly 114 µM), for the others: at the highest dose activity change, negative = inhibition, most hits filed as inhibitors; also: % is scaled to controls: 0 for no effect and ±100 for the full control effect
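Fluorescent replication assay: 50 nM final substrate added after a 15 min room-temperature compound preincubation with 10 nM enzyme. Signal taken at 0 min and again at 10 min.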
BAZ2B block – blocks human BAZ2B; Potency, µM (doses to about 114 µM), without a hit: at the highest dose activity change, negative = inhibition, most hits filed as inhibitors; AlphaScreen BAZ2B-H3K14Ac peptide displacement; hit rate 4.4% among 360,000; AID 504333; also: % is scaled to controls: 0 for no effect and ±100 for the full control effect; nearly all actives have a fitted effect of over 60% in size
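Protein-peptide AlphaScreen: BAZ2B 50 nM, b-H3K14Ac 50 nM, 1x PBS pH 7.4 + 0.01% Tween-20. Preincubation 30 min RT; cpd 30 min RT (top 110 uM); beads 20 min RT, light-protected.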
* marks the source's active call; other numbers are inactive results; ? = inconclusive; . = not tested or not shown; [ ] = remark or other dose. Calls follow the shape of the dose curve; as a rule, active = well fitted curve in the direction sought with a large enough effect; inconclusive = small, poorly fitted or top-dose-only effect, or another doubt; inactive = no such curve, though single readings can be large; an effect the other way counts as inactive or inconclusive. Potency is read from the fitted curve at half-maximal effect. Some of the compounds tested, so the mix of outcomes need not match the whole.

The first nine records (preview)
SMILES	POLB inh	BLM inh	APEX1 inh	Pol iota inh	POLK inh	G9a inh	Apoferritin bind	Pol eta inh	BAZ2B block
CC1(C)C2CCC(C2)C1(C)NC(=O)CN1CCN(Cc2ccccc2)CC1 (stereo unspecified)	5.1%	1.4%	-2.6%	97.7%[activator]	-1.9%	5.62µM*	-15.1%	-19.2%	28.2µM*
CCN(CC)C(=O)CS(=O)(=O)CC(=O)Nc1cc(OCCOC)c(Cl)cc1Cl	24.2%	-2.5%	-4.8%	25.3%	1.2%	50.1µM*	-5.4%	-4.2%	3.6%
O=C(CN1C(=O)C2CC=CCC2C1=O)Nc1cc(C(F)(F)F)ccc1N1CCCC1 (stereo unspecified)	.	.	-5.3%	15.7%	-14.5%	-27.9%	.	?	5.9%
COc1cc(C(C)=O)ccc1Oc1ncnc2c1cnn2-c1ccc(F)cc1	0.1%	-4.0%	4.3%	11.7%	-2.2%	-5.3%[59 µM]	-2.9%	-5.9%	-19.9%
Cc1ccc(N2C(=O)N(CC(=O)Nc3ccc([N+](=O)[O-])cc3)C(=O)C2C)cc1 (stereo unspecified)	32.2%	-12.7%	-21.3%	20.5%	-1.1%	.	-22.7%	-15.5%	-13.4%
O=C(c1ccccn1)N1CCN(S(=O)(=O)c2ccccc2)CC1	11.2%	0.8%	4.7%	15.8%	-8.4%	15.9%	-2.9%	-0.6%	-12.9%
Cc1ccn(-c2cc(O)c(-n3ccc(C)n3)cc2O)n1	17.0%	-6.8%	2.1%	-2.1%	-17.1%	3.55µM*	-2.5%	-3.3%	-2.4%
CCOc1ccc(CNC(=O)CCC(=O)n2nc(C)c3ccccc32)cc1	21.9%	-1.5%	-8.3%	19.5%	0.9%	.	-11.3%	-0.3%	-3.7%
CCOC(=O)c1c(C)oc2nc(C)nc(N3CCN(c4cc(Cl)ccc4C)CC3)c12	22.1%	-2.9%	.	0.7%	2.0%	?	-5.9%	-16.3%	?

The listing, previewed entries included:
SMILES	POLB inh	BLM inh	APEX1 inh	Pol iota inh	POLK inh	G9a inh	Apoferritin bind	Pol eta inh	BAZ2B block
CC1(C)C2CCC(C2)C1(C)NC(=O)CN1CCN(Cc2ccccc2)CC1 (stereo unspecified)	5.1%	1.4%	-2.6%	97.7%[activator]	-1.9%	5.62µM*	-15.1%	-19.2%	28.2µM*
CCN(CC)C(=O)CS(=O)(=O)CC(=O)Nc1cc(OCCOC)c(Cl)cc1Cl	24.2%	-2.5%	-4.8%	25.3%	1.2%	50.1µM*	-5.4%	-4.2%	3.6%
O=C(CN1C(=O)C2CC=CCC2C1=O)Nc1cc(C(F)(F)F)ccc1N1CCCC1 (stereo unspecified)	.	.	-5.3%	15.7%	-14.5%	-27.9%	.	?	5.9%
COc1cc(C(C)=O)ccc1Oc1ncnc2c1cnn2-c1ccc(F)cc1	0.1%	-4.0%	4.3%	11.7%	-2.2%	-5.3%[59 µM]	-2.9%	-5.9%	-19.9%
Cc1ccc(N2C(=O)N(CC(=O)Nc3ccc([N+](=O)[O-])cc3)C(=O)C2C)cc1 (stereo unspecified)	32.2%	-12.7%	-21.3%	20.5%	-1.1%	.	-22.7%	-15.5%	-13.4%
O=C(c1ccccn1)N1CCN(S(=O)(=O)c2ccccc2)CC1	11.2%	0.8%	4.7%	15.8%	-8.4%	15.9%	-2.9%	-0.6%	-12.9%
Cc1ccn(-c2cc(O)c(-n3ccc(C)n3)cc2O)n1	17.0%	-6.8%	2.1%	-2.1%	-17.1%	3.55µM*	-2.5%	-3.3%	-2.4%
CCOc1ccc(CNC(=O)CCC(=O)n2nc(C)c3ccccc32)cc1	21.9%	-1.5%	-8.3%	19.5%	0.9%	.	-11.3%	-0.3%	-3.7%
CCOC(=O)c1c(C)oc2nc(C)nc(N3CCN(c4cc(Cl)ccc4C)CC3)c12	22.1%	-2.9%	.	0.7%	2.0%	?	-5.9%	-16.3%	?
CC(C)(C)C(=O)Nc1ccccc1C(=O)NCc1ccco1	28.7%	-1.8%	-17.8%	11.5%	0.9%	4.6%	-10.9%	-2.0%	2.7%
Nc1nc(-c2ccc(S(=O)(=O)N3CCCCC3)cc2)cs1	.	.	8.6%	-6.7%	1.4%	?	.	-14.8%	-35.4%
Cc1c(-c2ccccc2)c(=O)oc2ccc(O)cc12	0.4%	-4.6%	-0.3%	9.4%	-16.9%	-8.2%	-4.5%	-0.6%	?
COc1ccc2c(c1)c1c(c(=O)n(CCc3ccccc3)c(=O)n1Cc1cccc(Cl)c1)n2C	0.6%	-3.1%	.	24.3%	1.1%	-3.1%[59 µM]	-9.4%	-17.6%	4.8%
Cc1cccc(N2NC(=O)/C(=C/c3ccc(-c4ccc(Cl)c(C(=O)O)c4)o3)C2=O)c1	25.1µM*	-12.2%	17.8µM*	3.55µM*	35.5µM*	12.6µM*	-1.8%	6.31µM*	.
Cc1nonc1NC(=O)CSc1nc(CCC2CCCC2)nc2ccccc12	3.3%	-4.1%	-3.0%	12.3%	-6.9%	3.2%[12.7 µM]	1.7%	-4.0%	0.9%
CC(C)CNC(=O)c1ccccc1NC(=O)c1ccc(CSc2ccccc2)cc1	-25.7%	-12.5%	-0.8%	51.7%[activator]	-13.8%	48.9%[59 µM]	-13.8%	?	4.1%
O=C(O)C1CCCN1S(=O)(=O)c1ccc(Br)s1 (stereo unspecified) (tested in a mixture with another compound)	0.8%	1.1%	-0.8%	14.0%	-13.0%	-44.7%[59 µM]	2.2%	-7.9%	2.6%
O=C(CNC(=O)c1ccc(F)cc1)c1ccc(Cl)cc1	21.0%	-6.6%	-2.9%	-1.8%	-8.4%	?	-5.8%	-2.7%	6.2%
Cc1ccc(SCC(c2ccccc2)N2CCN(C)CCC2=O)cc1 (stereo unspecified)	.	-14.4%	10.1%	-8.8%	-1.2%	.	-3.5%	.	.
O=C(Nc1ccccc1)Nc1cccc2cccnc12	-29.6%	-9.0%	-4.9%	12.7%	-18.2%	-24.7%[12.7 µM]	-0.3%	-12.5%	-19.5%
CCN1CCN(C(=O)c2cc3c(s2)-c2c(C)cccc2OC3)CC1	2.3%	-9.0%	15.5%	1.0%	3.6%	13.5%	559.9%[activator]	-8.9%	-3.0%
CCN(CC)C(=O)CCNS(=O)(=O)c1ccc(C)cc1	11.5%	-1.8%	2.7%	3.7%	-10.8%	28.8%	-8.6%	3.7%	-23.9%
CC1=NN(C(C)C)C(=O)C1	17.7%	-3.8%	-5.2%	?	-3.8%	?	-6.9%	1.1%	-5.5%
COc1cc(C(=O)N2CCN(c3ccccc3O)CC2)ccc1OCC(=O)N1CCOCC1	.	.	16.9%	-17.1%	-3.1%	-6.0%[12.7 µM]	.	?	3.3%
COc1ccc(C(=O)CSc2ccc(-c3ccccc3)nn2)cc1	7.0%	1.6%	12.2%	9.1%	-14.5%	-42.0%	-8.8%	-8.4%	9.7%
SMILES	POLB inh	BLM inh	APEX1 inh	Pol iota inh	POLK inh	G9a inh	Apoferritin bind	Pol eta inh	BAZ2B block
Cc1ccccc1CNC(=O)CCC(=O)N1CC2CCCN2c2ccccc21 (stereo unspecified)	8.2%	-3.6%	.	-6.7%	-27.9%	-24.8%[59 µM]	-7.5%	-4.4%	?
CC1CCCCN1CC(=O)Nc1ccccc1Sc1ccccc1 (stereo unspecified)	16.5%	1.0%	-0.6%	?	?	36.6%[activator][59 µM]	-3.6%	-20.5%	29.7%
CC1CCCC/C1=N\NC(=S)NCCc1ccccc1 (stereo unspecified)	-6.9%	-16.2%	4.9%	21.0%	-2.7%	?	?	-4.9%	?
O=C(CCn1cnnn1)Nc1cccc(F)c1	46.2%[activator]	-1.8%	26.7%	179.9%[activator]	-6.8%	8.2%	-6.5%	-22.0%	-1.8%
CCN(CC)S(=O)(=O)c1ccc2c(c1)N(CC(=O)N1CCC(C(N)=O)CC1)C(=O)CO2	10.4%	2.6%	-10.2%	-3.0%	-7.0%	24.0%[59 µM]	-1.2%	2.1%	0.7%
COc1ccccc1-c1coc2cc(OCC(=O)OCc3ccccc3)ccc2c1=O	-10.8%[57.1 µM]	-4.1%	-2.7%	1.1%	0.5%	-8.5%	-13.0%	-5.0%	-0.2%
COc1cccc(NC(=O)COC(=O)c2ccccc2F)c1	2.1%	2.3%	2.3%	3.7%	-0.9%	9.0%[59 µM]	-1.4%	-7.2%	0.5%
NCCNc1ccc([N+](=O)[O-])cc1	-26.1%	-5.2%	-0.7%	-1.1%	-4.3%	10.0%[59 µM]	-10.8%	0.5%	-4.9%
COc1ccc(OC)c(CNC(=O)CCc2c(C)nc3c(c2C)c(=O)n(C)c(=O)n3C)c1	0.8%	2.8%	.	30.7%[activator]	-4.8%	-1.1%[59 µM]	-3.2%	-23.0%	-12.4%
Cc1nonc1OCCNC(=O)C12CC3CC(CC(C3)C1)C2	?	-0.1%	21.0%	-5.7%	-9.6%	8.5%[59 µM]	?	-16.4%	11.5%
CCOC(=O)c1c(NC(=O)C(C)Sc2cn(CCNC(=O)c3c(F)cccc3F)c3ccccc23)sc2c1CCC2 (stereo unspecified)	-2.1%	-8.5%	.	?	5.2%	-1.7%[59 µM]	1.5%	-21.4%	-25.5%
Cc1ccc(Cl)cc1N1CCN(S(=O)(=O)c2cn(C)c(C)n2)CC1	-12.8%	1.7%	.	-9.8%	-3.8%[60.1 µM]	0.7%[59 µM]	-9.7%	-3.9%	-22.3%
Cc1ccc(Cl)cc1NC(=O)CC1NC2CCCCC2NC1=O (stereo unspecified)	6.3%	-0.8%	0.8%	27.2%	15.2%	25.6%	-7.0%	-10.7%	1.7%
CCOc1ccc2nc(SCC(=O)NCc3ccc(OC)cc3)[nH]c2c1	9.4%	1.0%	1.2%	11.6%	0.9%	8.3%	2.3%	-11.8%	5.7%
COc1ccc([C@]23Cc4ccccc4C(O2)c2c(cc(C)n(Cc4ccccc4)c2=O)O3)cc1	?	-12.8%[12.4 µM]	33.7%[12.4 µM]	.	.	8.7%[2.33 µM]	?	.	?
